From PubChem
EZH2 inh: blocks human EZH2/PRC2 H3K27 methylation | DELFIA TRF, 1 h | AID 651548 | Q15910 | 57,000 tested, 0.35% active | inhibition, % at 12.5 µM;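 active means mean inhibition of replicates at least 50% and every single replicate also reaching 50%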;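 further: dimethyl H3K27 on biotinylated H3 21-44 peptide detected by antibody; plate controls were median neutral control wells for no effect and median positive control wells for full effect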
IDH1 R132H inh: blocks human IDH1 R132H reductase activity; O75874; diaphorase/resazurin fluorescence, 60 min; inhibition, % at 10 µM; 70,000 tested, 0.18% active; AID 624101; in the data active means inhibition above about 34%;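 further: 0% = DMSO and 100% = no enzyme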
Target sequence (O75874 whole entry R132H): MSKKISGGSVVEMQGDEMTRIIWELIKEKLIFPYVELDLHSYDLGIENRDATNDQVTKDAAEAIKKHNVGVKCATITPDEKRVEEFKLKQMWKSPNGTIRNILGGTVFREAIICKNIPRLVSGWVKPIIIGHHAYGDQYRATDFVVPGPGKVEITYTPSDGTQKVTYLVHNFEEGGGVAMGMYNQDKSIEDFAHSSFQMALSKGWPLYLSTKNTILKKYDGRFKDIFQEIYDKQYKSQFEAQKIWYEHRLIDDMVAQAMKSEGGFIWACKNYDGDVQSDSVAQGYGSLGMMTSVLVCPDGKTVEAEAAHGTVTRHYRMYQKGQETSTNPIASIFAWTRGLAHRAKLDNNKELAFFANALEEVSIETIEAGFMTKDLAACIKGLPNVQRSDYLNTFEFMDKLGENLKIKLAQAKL
The depositor's hits bear a star; · = no result given.

SMILES | EZH2 inh | IDH1 R132H inh
COCC(=O)Nc1ccc2c(c1)C(=O)N(C)C[C@@H](OC)[C@@H](C)CN(CCC(F)(F)F)[C@H](C)CO2 | 5.2 | 0.1
C[C@H](CO)N1C[C@H](C)[C@H](CN(C)CC2CCCCC2)Oc2ccc(NC(=O)Cc3ccccc3)cc2C1=O | -2.7 | ·
CO[C@H](CN(C)C(=O)Nc1ccc(C(F)(F)F)cc1)[C@H](C)CN(Cc1ccccc1Cl)[C@H](C)CO | 15.9 | -0.3
COCCOC(=O)N1C(=O)[C@@]2(c3cc(C#CC4=CCCCC4)ccc31)[C@H](c1ccc(O)cc1)N1[C@H](c3ccccc3)[C@H](c3ccccc3)OC(=O)[C@H]1[C@@H]2C(N)=O | -13.9 | ·
CC(=O)Nc1ccc(NC(=O)CN(C)S(=O)(=O)c2ccc(Cl)cc2)cc1 | -3.5 | 0.4
CCCC(=O)Nc1ccc2c(c1)OC[C@@H](C)N(Cc1ccccc1F)C[C@@H](C)[C@@H](OC)CN(C)C2=O | -0.6 | 0.3
COc1cccc(S(=O)(=O)Nc2ccc3c(c2)[C@@H]2C[C@H](CC(=O)NCc4ccccc4F)O[C@@H](CO)[C@@H]2O3)c1 | 3.3 | -0.2
O=C(Nc1ccc(I)cc1C(=O)NCc1ccco1)c1ccco1 | -15.9 | -0.1
CCCNC(=O)C[C@@H]1C[C@@H]2c3cc(NC(=O)COC)ccc3O[C@@H]2[C@H](CO)O1 | -2.9 | -0.7
NS(=O)(=O)c1cc(C(=O)O)cc(N2CCCC2)c1Oc1ccccc1 | 10.3 | -0.4
O=C(CSc1nc(O)c(Cc2ccccc2)c(=O)[nH]1)N1CCOCC1 | 1.6 | 0.1
COc1cc(NS(=O)(=O)c2ccc(N)cc2)nc(OC)n1 | · | -0.5
CO[C@H]1CN(C)C(=O)c2ccc(NC(C)=O)cc2OC[C@H](C)N(C(=O)C2CCC2)C[C@H]1C | -0.2 | -0.4
COc1ccc(NC(=O)Nc2ccc3c(c2)CC(=O)N([C@@H](C)CO)C[C@H](C)[C@@H](CN(C)S(=O)(=O)c2c(C)noc2C)O3)cc1 | · | -11.7
CCCc1c(O)nc(SC2CC(=O)N(c3ccc(Oc4ccccc4)cc3)C2=O)[nH]c1=O (stereo not given) | 35.0 | 7.7
CO[C@@H]1CN(C)C(=O)c2ccc(NC(C)=O)cc2OC[C@@H](C)N(C(=O)Cc2ccccn2)C[C@@H]1C | 4.3 | -0.1
C[C@H](CO)N1C[C@H](C)[C@@H](CN(C)C(=O)c2ccccc2)Oc2ncc(C#Cc3ccccc3)cc2C1=O | · | 0.1
Cc1noc(C)c1NC(=O)Nc1ccc2c(c1)C(=O)N([C@H](C)CO)C[C@@H](C)[C@@H](CN(C)Cc1ccc(Cl)c(Cl)c1)O2 | 14.9 | -0.2
COc1ccc(S(=O)(=O)N(C)C[C@@H]2Oc3ccc(NC(=O)c4ccncc4)cc3CC(=O)N([C@H](C)CO)C[C@@H]2C)cc1 | · | 0.0
COc1ccc(NC(=O)Nc2nn(Cc3ccc(Cl)cc3Cl)cc2Br)cc1OC | · | 0.1
CCOc1ccc(C)cc1S(=O)(=O)Nc1ccc(Cl)cn1 | 0.7 | 0.7
COc1cccc(-c2ccc3c(c2)O[C@H](CN(C)Cc2ccncc2)[C@@H](C)CN([C@H](C)CO)S3(=O)=O)c1 | 7.3 | 0.4
C[C@@H]1CCCCO[C@H](CN(C)Cc2ccccc2)[C@H](C)CN([C@H](C)CO)C(=O)c2cc(NC(=O)Cc3ccccc3)ccc2O1 | · | 1.8
Cc1cccc(S(=O)(=O)N[C@@H]2CC[C@H](CCNS(=O)(=O)c3ccccc3F)O[C@H]2CO)c1 | -5.3 | 0.1
CC1OC(O[C@H]2[C@@H](O)C[C@@]3(C)C([C@H](O)C[C@]4(C)C3CC=C3[C@@H]5CC(C)(C)CC[C@]5(C(=O)OC5OC(C)C(OC6OCC(OC7OCC(O)C(OC8OCC(O)C(O)C8O)C7O)C(O)C6O)C(O)C5O)CC[C@]34C)[C@]2(C)CO)C(O)C(OC2OC(CO)C(O)C(O)C2O)C1O (stereo not given in full) | · | -0.3
CC(=O)OC(CCCCCCCCCC(C)O)Cc1cc(O)cc(O)c1 (stereo not given) | -14.1 | 0.5
CCC(=O)Nc1ccc2c(c1)OC[C@H](C)N(Cc1cncnc1)C[C@@H](C)[C@@H](OC)CN(C)C2=O | 4.0 | 0.2
Cn1cnc(S(=O)(=O)N[C@H]2CC[C@H](CC(=O)Nc3ccc(-c4ccccc4)cc3)O[C@@H]2CO)c1 | 2.5 | -0.1
COc1ccc(S(=O)(=O)N(C)C[C@H]2OCCCC[C@H](C)Oc3ccc(NS(=O)(=O)c4cccs4)cc3C(=O)N([C@@H](C)CO)C[C@H]2C)cc1 | · | -3.2
O=C(C[C@H]1C[C@H]2c3cc(NS(=O)(=O)c4ccc(F)cc4)ccc3O[C@H]2[C@H](CO)O1)N1CCc2ccccc2C1 | -0.2 | -0.1
Cc1cccc(C)c1NC(=O)C1CC=CCC1C(=O)O (stereo not given) | -8.9 | 0.2
O=C(NO)c1cccc(C(=O)N/N=C/c2ccc(CO)o2)c1 | -6.6 | ·
CO[C@@H]1CN(C)C(=O)c2cc(NS(C)(=O)=O)ccc2OC[C@@H](C)N(C(=O)C2CCOCC2)C[C@H]1C | 2.1 | 0.0
C[C@H](CO)N1C[C@H](C)[C@H](CN(C)S(C)(=O)=O)OCCCC[C@H](C)Oc2ccc(NC(=O)Nc3ccccc3)cc2C1=O | · | -7.2
NC(N)=NC(=O)c1nc(Cl)c(N2CCCCCC2)nc1N | -1.3 | -0.6
C[C@H](CO)N1C[C@H](C)[C@H](CN(C)CC2CCCCC2)Oc2ccc(NS(C)(=O)=O)cc2CC1=O | 3.1 | -10.4
O=C(Nc1cccc(Cl)c1)N[C@@H]1CC[C@@H](CCNC(=O)C2CC2)O[C@@H]1CO | 10.5 | 0.3
COCC#Cc1ccc2c(c1)O[C@@H](CN(C)S(=O)(=O)c1cccc(OC)c1)[C@H](C)CN([C@H](C)CO)S2(=O)=O | -7.7 | -1.9
COCC#Cc1ccc2c(c1)O[C@@H](CN(C)C(=O)c1ccccc1F)[C@H](C)CN([C@H](C)CO)S2(=O)=O | -3.0 | -2.7
CCC(=O)N1C[C@@H](C)[C@@H](OC)CN(C)C(=O)c2ccc(NS(C)(=O)=O)cc2OC[C@H]1C | -2.8 | -0.1
C[C@@H]1CN([C@H](C)CO)S(=O)(=O)c2ccc(C#CC3CC3)cc2O[C@H]1CN(C)Cc1ccncc1 | 9.6 | -1.1
Cc1noc(C)c1NC(=O)N(C)C[C@H]1Oc2ccc(NC(=O)CCCCCC(=O)Nc3ccccc3N)cc2C(=O)N([C@H](C)CO)C[C@@H]1C | 0.4 | -0.2
C[C@@H]1CN([C@@H](C)CO)C(=O)c2cc(/C=C/c3ccccc3)cnc2O[C@@H]1CN(C)C(=O)NC1CCCCC1 | -13.4 | ·
O=C(CN1CCOCC1)NCC[C@@H]1CC[C@@H](NC(=O)Nc2ccc(F)cc2)[C@H](CO)O1 | -5.5 | 0.3
C[C@H](CO)N1C[C@H](C)[C@H](CN(C)C(=O)CC2CC2)Oc2cc(C#C[C@@H](C)O)ccc2S1(=O)=O | -14.9 | ·
C/C=C/c1ccc2c(c1)O[C@@H](CN(C)C(=O)NC1CCCC1)[C@@H](C)CN([C@H](C)CO)S2(=O)=O | 10.7 | -2.0
O=C(Cc1ccccn1)NCC[C@H]1CC[C@H](NC(=O)Nc2ccc(F)cc2)[C@H](CO)O1 | -5.9 | -0.1
Cc1ccc(-c2nc3ccccc3[nH]2)cc1NC(=O)COc1cccc([N+](=O)[O-])c1 | 3.5 | -0.2
C[C@H](CO)N1C[C@H](C)[C@@H](CN(C)S(=O)(=O)c2ccc(Cl)cc2)Oc2ccc(NS(=O)(=O)c3ccc(F)cc3)cc2CC1=O | · | 0.1
COc1ccccc1NC(=O)COc1ccc(CO)cc1Cl | -3.4 | 0.0

Next structures follow:
SMILES | EZH2 inh | IDH1 R132H inh
COCC(=O)Nc1ccc2c(c1)OC[C@@H](C)N(Cc1ccccc1)C[C@H](C)[C@H](OC)CN(C)C2=O | -18.3 | 0.0
C[C@H]1CN([C@@H](C)CO)C(=O)c2cc(NC(=O)CCCN(C)C)ccc2O[C@H]1CN(C)S(=O)(=O)c1ccccc1 | 4.4 | 0.3
COC(=O)C[C@@H]1C[C@@H]2c3cc(NC(=O)Nc4ccccc4F)ccc3O[C@@H]2[C@@H](CO)O1 | -13.3 | 81.5*
CN1CCN(C(=O)C[C@H]2C=C[C@@H](NC(=O)Cc3ccccn3)[C@@H](CO)O2)CC1 | 3.3 | -0.2
COc1ccc(NC(=O)CSc2nnc(-c3ccncc3)o2)cc1 | 0.1 | 0.4
CC(=O)O[C@@H]1[C@@H](OC(=O)/C=C/c2ccccc2)[C@@H](OC(=O)/C=C/c2ccccc2)[C@H](O[C@H]2[C@@H]3C=CO[C@@H](O[C@@H]4O[C@H](CO)[C@@H](O)[C@H](O)[C@H]4O)[C@@H]3[C@@]3(CO)O[C@@H]23)O[C@H]1C | -46.4 | 0.3
C[C@@H]1CN([C@@H](C)CO)C(=O)c2cc(NC(=O)NC3CCCCC3)ccc2O[C@H]1CN(C)S(=O)(=O)c1ccc(F)cc1 | -5.8 | ·
Nc1cccc(COc2ccc(/C=C/C(=O)NO)cc2)c1 | 12.0 | 0.1
C[C@H](CO)N1C[C@H](C)[C@@H](CN(C)S(=O)(=O)c2ccc(F)cc2)Oc2ncc(-c3cccc(C(=O)N(C)C)c3)cc2C1=O | 10.8 | -1.2
COc1ccccc1-c1ccc2c(c1)O[C@H](CN(C)C(=O)Nc1cccc(F)c1)[C@H](C)CN([C@H](C)CO)S2(=O)=O | -1.9 | -0.9

At a glance, 5 of the compounds above.
SMILES | EZH2 inh | IDH1 R132H inh
COC(=O)C[C@@H]1C[C@@H]2c3cc(NC(=O)Nc4ccccc4F)ccc3O[C@@H]2[C@@H](CO)O1 | -13.3 | 81.5*
CN1CCN(C(=O)C[C@H]2C=C[C@@H](NC(=O)Cc3ccccn3)[C@@H](CO)O2)CC1 | 3.3 | -0.2
COc1ccc(NC(=O)CSc2nnc(-c3ccncc3)o2)cc1 | 0.1 | 0.4
CC(=O)O[C@@H]1[C@@H](OC(=O)/C=C/c2ccccc2)[C@@H](OC(=O)/C=C/c2ccccc2)[C@H](O[C@H]2[C@@H]3C=CO[C@@H](O[C@@H]4O[C@H](CO)[C@@H](O)[C@H](O)[C@H]4O)[C@@H]3[C@@]3(CO)O[C@@H]23)O[C@H]1C | -46.4 | 0.3
C[C@@H]1CN([C@@H](C)CO)C(=O)c2cc(NC(=O)NC3CCCCC3)ccc2O[C@H]1CN(C)S(=O)(=O)c1ccc(F)cc1 | -5.8 | ·

(further entries)
SMILES | EZH2 inh | IDH1 R132H inh
COc1ccc(S(=O)(=O)N(C)C[C@@H]2Oc3ccc(NC(=O)CCCN(C)C)cc3CC(=O)N([C@@H](C)CO)C[C@@H]2C)cc1 | · | -1.4
C[C@H]1CN([C@@H](C)CO)C(=O)c2cc(C#CC(C)(C)O)cnc2O[C@@H]1CN(C)C(=O)CN(C)C | · | 0.6
CN(C)CC(=O)Nc1ccc2c(c1)[C@@H]1C[C@@H](CC(=O)NCc3ccccc3)O[C@@H](CO)[C@@H]1O2 | 2.0 | 0.1
COc1cccc(NC(=O)N(C)C[C@H]2OCc3ccccc3-c3ccccc3C(=O)N([C@@H](C)CO)C[C@H]2C)c1 | -5.3 | ·
Cc1ccc(C(=O)C2C(=O)C(=O)N(Cc3cccnc3)C2c2ccc(Cl)c(Cl)c2)o1 (stereo not given) | -11.2 | 0.0
C[C@H](CO)N1C[C@H](C)[C@@H](CN(C)S(C)(=O)=O)Oc2ccc(NC(=O)c3ccncc3)cc2C1=O | 12.4 | ·
CC(=O)NCCc1ccc(O)cc1 | · | 0.1
C[C@H](CO)N1C[C@H](C)[C@@H](CN(C)S(=O)(=O)c2cn(C)cn2)Oc2ccc(NS(=O)(=O)c3cn(C)cn3)cc2CC1=O | · | -4.3
COCc1nc2ccccc2n1CCOc1ccc(Cl)cc1Cl | 3.6 | -0.1
C[C@@H]1CCCCO[C@@H](CN(C)Cc2ccc(C(F)(F)F)cc2)[C@H](C)CN([C@@H](C)CO)C(=O)c2cc(NS(=O)(=O)c3ccccc3)ccc2O1 | · | 0.5

Of the compounds above, 3 have an NH in an aromatic ring:
SMILES | EZH2 inh | IDH1 R132H inh
O=C(CSc1nc(O)c(Cc2ccccc2)c(=O)[nH]1)N1CCOCC1 | 1.6 | 0.1
CCCc1c(O)nc(SC2CC(=O)N(c3ccc(Oc4ccccc4)cc3)C2=O)[nH]c1=O (stereo not given) | 35.0 | 7.7
Cc1ccc(-c2nc3ccccc3[nH]2)cc1NC(=O)COc1cccc([N+](=O)[O-])c1 | 3.5 | -0.2

(more compounds)
SMILES | EZH2 inh | IDH1 R132H inh
CCCNC(=O)N(C)C[C@@H]1Oc2cc(-c3ccccc3F)ccc2S(=O)(=O)N([C@H](C)CO)C[C@@H]1C | 15.0 | -0.1
O=C(N/N=C/c1c(F)c(F)c(F)c(F)c1F)c1ccccc1O | 6.3 | ·
C[C@@H]1CN([C@@H](C)CO)C(=O)c2cccc(NC(=O)C3CCOCC3)c2O[C@H]1CN(C)C | · | 1.3
C[C@H](CO)N1C[C@H](C)[C@@H](CN(C)CC2CC2)Oc2cc(-c3cccnc3)ccc2S1(=O)=O | -1.5 | ·
O=C(NCC[C@@H]1CC[C@H](NC(=O)c2cccnc2)[C@H](CO)O1)Nc1ccc(C(F)(F)F)cc1 | -2.8 | 0.4
COc1ccc([N+](=O)[O-])cc1NC(=O)c1ccccc1N(C)S(C)(=O)=O | -3.4 | 0.2
O=C(C[C@@H]1C=C[C@@H](NS(=O)(=O)c2ccc(F)cc2)[C@@H](CO)O1)N1CCC(Cc2ccccc2)CC1 | -23.0 | -0.1
CO[C@@H]1CN(C)C(=O)c2ccc(NS(=O)(=O)c3ccccc3)cc2OC[C@H](C)N(C(=O)NC(C)C)C[C@@H]1C | 2.7 | -0.2
CS(=O)(=O)N(CC(=O)Nc1c(F)cccc1F)C1CCCCC1 | 6.7 | 0.2
COc1ccc(S(=O)(=O)N[C@H]2CC[C@@H](CCNC(=O)Cc3ccccn3)O[C@H]2CO)cc1 | 1.0 | -0.7

Not all compounds are listed, so the mix of outcomes need not match the whole.
